Apaf-1 inh = blocks human Apaf-1 apoptosome activity. inhibition, % at 20 µM. 0.71% of 330,000 active. O14727. reconstituted apoptosome caspase-3 activity, DEVD-Rh110 fluorescence; active means inhibition of at least 40% at 20 µM;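 further: plate controls were DMSO wells for no effect and DEVD-CHO caspase inhibitor wells for full effect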
Target sequence (O14727 whole entry, looked up): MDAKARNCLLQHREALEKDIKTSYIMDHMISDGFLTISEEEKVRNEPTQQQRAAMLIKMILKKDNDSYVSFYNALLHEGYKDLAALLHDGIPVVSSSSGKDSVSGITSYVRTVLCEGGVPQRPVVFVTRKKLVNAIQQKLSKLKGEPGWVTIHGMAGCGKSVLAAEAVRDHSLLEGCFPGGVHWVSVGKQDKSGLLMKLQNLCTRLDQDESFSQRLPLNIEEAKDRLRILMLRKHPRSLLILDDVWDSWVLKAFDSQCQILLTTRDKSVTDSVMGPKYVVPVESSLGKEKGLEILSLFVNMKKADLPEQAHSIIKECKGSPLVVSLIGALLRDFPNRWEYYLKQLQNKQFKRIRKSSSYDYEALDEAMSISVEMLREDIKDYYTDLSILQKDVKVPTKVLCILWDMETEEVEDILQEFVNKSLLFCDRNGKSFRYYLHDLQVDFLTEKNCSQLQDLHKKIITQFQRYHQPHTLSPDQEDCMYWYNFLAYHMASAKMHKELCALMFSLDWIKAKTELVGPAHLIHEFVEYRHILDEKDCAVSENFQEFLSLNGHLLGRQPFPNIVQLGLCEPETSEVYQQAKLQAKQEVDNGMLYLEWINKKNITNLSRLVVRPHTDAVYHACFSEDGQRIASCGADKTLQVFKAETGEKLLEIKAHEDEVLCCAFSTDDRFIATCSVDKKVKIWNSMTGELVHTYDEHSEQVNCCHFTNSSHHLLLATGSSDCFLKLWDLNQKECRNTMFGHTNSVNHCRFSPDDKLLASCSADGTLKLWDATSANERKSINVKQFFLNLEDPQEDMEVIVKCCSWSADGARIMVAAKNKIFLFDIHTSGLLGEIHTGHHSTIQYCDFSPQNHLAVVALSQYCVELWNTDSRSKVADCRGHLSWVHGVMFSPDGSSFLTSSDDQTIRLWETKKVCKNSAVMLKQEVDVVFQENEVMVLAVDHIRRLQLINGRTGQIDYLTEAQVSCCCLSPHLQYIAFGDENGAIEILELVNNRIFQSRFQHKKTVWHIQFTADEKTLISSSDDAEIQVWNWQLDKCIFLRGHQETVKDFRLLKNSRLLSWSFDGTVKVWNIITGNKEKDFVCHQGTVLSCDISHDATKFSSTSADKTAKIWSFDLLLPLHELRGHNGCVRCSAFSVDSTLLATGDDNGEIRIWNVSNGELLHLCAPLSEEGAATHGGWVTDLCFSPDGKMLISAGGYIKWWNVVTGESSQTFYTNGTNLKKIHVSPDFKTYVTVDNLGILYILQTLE
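Assay system: Apoptosome proteins | Medium: pH 7.5 Hepes buffer with CHAPS, BSA, DTT | Also added: Cytochrome c and DEVD-Rh110 substrate | Times: 30 min plus 50 min, RT | Detection: Rhodamine 110 fluorescence at Ex 480/Em 540 nm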
ATG4B inh = ATG4B (human) cysteine protease inhibition | ATG4B cleavage of LC3-PLA2, NBD-HPC fluorescence, 1 h | inhibition, % at 8.33 µM | 0.51% of 340,000 active; in the data active means inhibition above about 40%
hIAP act = increases human intestinal alkaline phosphatase activity | purified human IAP, CDP-Star luminescence, 30 min; hits give high values; 1 = vehicle-only enzyme, 0 = enzyme-free background | 0.16% of 330,000 active | activation factor at 10 µM | P09923;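 active means activation factor of the enzyme at least 2-fold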; further: the source names both 10 and 20 µM as test concentration; values of inactives mirror those of a sister screen read the other way
hIAP block = blocks human intestinal alkaline phosphatase. purified IAP, CDP-Star luminescence, 30 min. inhibition, % at 10 µM. 0.12% of 330,000 active. AID 2544;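 active means inhibition reaching a set limit with compound at 10 µM in the primary screen, cut at about 35% in these data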;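 further: plate controls were DMSO wells with enzyme for no effect and no-enzyme buffer wells for full effect; values of inactives mirror those of a sister screen read the other way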
mIAP block = blocks mouse intestinal alkaline phosphatase | inhibition, % at 10 µM | purified mouse IAP, CDP-Star luminescence, 30 min | AID 2806 | 0.2% of 330,000 active;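 active means inhibition of at least 40% at 10 µM in the primary screen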;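 further: plate controls were DMSO with enzyme for no effect and no enzyme wells for full effect; values of inactives mirror those of a sister screen read the other way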
tim10-1 inh = inhibits growth of tim10-1 mutant yeast | S. cerevisiae tim10-1 ts strain growth, BacTiter-Glo, 24 h | inhibition, % at 20 µM | 2.2% of 330,000 active;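 active means inhibition of at least 40%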;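 further: mutant grown at 25 °C; 0% = DMSO wells with yeast and 100% = wells holding no yeast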
mIAP activ = increases mouse intestinal alkaline phosphatase activity | muIAP, CDP-Star luminescence, 30 min; hits give high values; 1 = vehicle-only enzyme signal, 0 = enzyme-free wells | 0.24% of 330,000 active | activation factor at 10 µM;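 active means activation factor of at least 2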; further: the source names both 10 and 20 µM as test concentration; values of inactives mirror those of a sister screen read the other way
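System: Mouse IAP enzyme | Also added: CDP-Star substrate | Dosing: Compounds dispensed in DMSO | Schedule: 30 min enzyme-substrate-compound incubation at room temperature | Technique: Chemiluminescence readout | Control set: DMSO-only wells and no-enzyme negative control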
TIM10 inh = growth inhibitors of TIM10 yeast strain. S. cerevisiae TIM10 strain growth, BacTiter-Glo luminescence, 24 h. 1.4% of 330,000 active. AID 463195. inhibition, % at 10 µM;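 active means inhibition of 40% or more at the single tested concentration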;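 further: wild-type TIM10 isogenic control strain grown at permissive 25 °C; 0% = DMSO yeast wells and 100% = minimal medium wells without yeast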
NLRP3 yeast inh = NALP3 inhibition in yeast; 0.39% of 330,000 active; Yeast reconstituted NLRP3/ASC/caspase-1, beta-gal luminescence, 24 h; inhibition, % at 10 µM;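 active means inhibition of 50% or more; inactive means inhibition below 50%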;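 further: plate controls were induced DMSO wells for no effect and uninduced yeast grown without galactose for full effect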
Numbers without * were called inactive; / = no result given. Outcome played no part in choosing rows (roughly 4.5% active in at least one column).

SMILES	Apaf-1 inh	ATG4B inh	hIAP act	hIAP block	mIAP block	tim10-1 inh	mIAP activ	TIM10 inh	NLRP3 yeast inh
COc1cc(C(=O)OCC(=O)NC2CCS(=O)(=O)C2)ccc1OCc1c(C)noc1C (stereo not given)	-13	1	0.93	7	-5	17	1	6	13
Cc1[nH]c2ccccc2c1CCC(N)=O	-1	0	0.89	12	-1	20	1	-2	12
CCC(CC)C(=O)N1CCN(c2ccccc2)CC1	-7	-5	0.97	3	1	11	0.99	4	0
Fc1ccccc1-c1nc(N2CCCCC2)c2ccccc2n1	12	7	1	0	-4	26	1	18	-21
O=C(CNS(=O)(=O)c1ccccc1)N/N=C/c1ccncc1	-10	-7	1.2	-17	-8	18	1.1	3	12
CN(CCC#N)C(=O)COC(=O)c1ccc2[nH]c3c(c2c1)CCCC3	15	-12	1.1	-13	-14	31	1.1	4	8
CCOC(=O)c1c(NC(=O)C(C)Sc2cn(C)c3ccccc23)sc2c1CCC2 (stereo not given)	3	-9	0.84	16	16	10	0.84	-3	-1
Cc1ccc(CNC(=O)CCCNS(=O)(=O)c2cccc3nonc23)cc1	5	-6	1.3	-30	0	19	1	-15	-2
CC1(C)Oc2ccc(C(=O)N3CCCCC3)cc2N(CC(=O)NCc2ccccc2)C1=O	18	-1	0.9	10	-9	11	1.1	0	0
COc1cc(NC(=O)CCN2CCN(C/C=C/c3ccccc3)CC2)cc(OC)c1	6	1	0.93	7	-8	2	1.1	12	14
CN(CC(=O)Nc1ccc(F)cc1)C(=O)CN1C(=O)NC2(CCCC2)C1=O	6	3	0.95	5	-7	13	1.1	15	2
O=C(c1cccc(Cl)c1)N1CCn2c1nc1ccccc12	-18	-1	0.84	16	3	-12	0.97	-26	18
NS(=O)(=O)c1cccc(NC(=O)COC(=O)C2CCN(S(=O)(=O)c3cccs3)CC2)c1	-20	-6	0.97	3	-5	12	1	-12	-9
C=C(C)C(O)Cc1c(OC)ccc(C(=O)/C=C/c2ccc(O)cc2)c1O (stereo not given)	1	-29	0.97	3	10	24	0.9	30	37
CCCCCCSc1nsc(NC(=O)CC(C)C)n1	6	8	0.89	11	8	17	0.92	32	26
COc1ccc(/C=C(\C#N)C(=O)C(C)(C)n2cncn2)cc1	-3	-5	0.99	1	5	9	0.95	8	-4
O=C(CCN1C(=O)C2C3C=CC(C4CC34)C2C1=O)Oc1ccc(Br)cc1 (stereo not given)	5	-1	1	-1	6	24	0.94	1	34
CC(C)NC(=O)NC(=O)CSc1nncn1C	-1	8	0.97	3	-6	3	1.1	-11	-6
Cc1ccc(Cl)cc1NC(=O)c1ccc(NC(=O)CCC(=O)O)cc1	6	-2	1	-4	-12	15	1.1	-7	-3
O=c1c2ccccc2nc(-c2ccc(Cl)c(Cl)c2)n1O	5	3	1.1	-5	12	49*	0.88	62*	65*
Nc1ncnc2c1ncn2[C@@H]1O[C@H](CNC(=O)[C@@H]2CCCN2S(=O)(=O)c2ccc(F)cc2)[C@@H](O)[C@H]1O	7	5	/	/	2	0	0.98	0	/
Cc1nc(N2CCOCC2)nc(OC(C)C)c1[N+](=O)[O-]	-3	-1	0.84	16	13	-17	0.87	-12	27
O=C(Cc1cccc(NC(=O)C2CCN(C(=O)C3CCCCC3)CC2)c1)Nc1cccc(C(=O)N2CCCC2)c1	7	-9	0.92	8	-14	3	1.1	9	7
Cc1nn(-c2ccccc2)c(N2CCCC2)c1/C=C1\N=C(c2ccc(F)cc2)OC1=O	-8	2	0.98	2	17	30	0.83	38	23
COc1cccc(/C=N/NC(=O)CC2C(=O)NN=C2C)c1O (stereo not given)	-2	-3	1.8	-83	16	2	0.84	3	-1
(further entries)
SMILES	Apaf-1 inh	ATG4B inh	hIAP act	hIAP block	mIAP block	tim10-1 inh	mIAP activ	TIM10 inh	NLRP3 yeast inh
COC(=O)c1cc(NC(=O)CSc2ncn[nH]2)ccc1Cl	8	-1	0.82	18	-8	11	1.1	-9	18
Cn1c(=O)c2cc3c(nc2n(C)c1=O)CC(c1ccccc1)CC3=O (stereo not given)	-2	-8	1.5	-54	7	3	0.93	0	17
CCOC(=O)C1C(c2ccc(O)c(OC)c2)NC(=O)NC1(O)C(F)(F)F (stereo not given)	-3	-6	0.84	16	4	-6	0.95	5	6
CC(=O)C1=C(C)NC(C)=C(C(C)=O)C1c1cn(-c2ccccc2)nc1-c1cccs1	2	-8	0.94	6	9	27	0.91	21	11
CC(C)C(NC(=O)COc1ccccc1)C(=O)O (stereo not given)	-14	5	0.95	5	5	14	0.95	2	5
Cc1ccc(NC(=S)N(C)N)cc1Cl	0	-2	1	-4	7	0	0.93	-10	16
CCOc1ccc(OCCNC(=O)c2ccc3c(c2)nnn3CC)cc1	-2	-7	0.97	3	7	1	0.93	0	1
COC(=O)CC/C(O)=C1/C(=N)CC(C)(C)CC1=O	7	-1	1.2	-18	1	6	0.99	-12	16
CCN(CCO)C(=S)Nc1cc(S(=O)(=O)N(C)C)ccc1C	-9	-3	1	-1	3	12	0.97	-7	-3
CC(C)n1nnnc1SCC(=O)N1N=C(c2cccs2)CC1c1cccs1 (stereo not given)	17	5	1.2	-16	1	21	0.99	13	21
O=C(NCc1ccco1)C(=O)c1c[nH]c2ccccc12	4	6	1.1	-6	-2	-4	1	3	23
C[C@H](CO)N1C[C@H](C)[C@@H](CN(C)Cc2ccc(Cl)c(Cl)c2)Oc2c(NS(=O)(=O)c3cn(C)cn3)cccc2C1=O	5	-10	1.1	-13	0	9	0.99	2	4
CSCCC(NS(=O)(=O)/C=C/c1ccccc1)C(=O)N1CCC(C)CC1 (stereo not given)	17	-18	1.1	-9	-4	27	1	43*	3
COC(=O)c1c(C)oc2ccc(N(C(=O)c3ccncc3)S(=O)(=O)c3ccc(C)cc3C)cc12	10	-12	0.96	4	-1	10	1	23	12
Cc1ccc(CCC(=O)Nc2nccs2)o1	-5	-6	0.91	9	3	9	0.97	7	3
O=C(CCN1C(=O)/C(=C\C=C\c2ccccc2)SC1=S)Nc1ccccc1C(=O)O	5	15	1	-4	18	-1	0.81	1	17
COc1ccc(S(=O)(=O)NCC(=O)NCc2cc(=O)n(C)c(=O)n2C)cc1F	-1	0	1.2	-18	0	-17	1	9	3
Cc1cccc(C)c1NC(=O)CSCC(=O)c1ccc(O)c(O)c1	-161	-2	1.1	-6	28	24	0.72	21	20
CCn1c(=O)cc(SCC(=O)NCC2CCCO2)c2ccccc21 (stereo not given)	-3	-13	0.93	7	-2	13	1	-13	7
COc1cccc(C2C(=O)N(C3CCCCC3)CC(=O)N2Cc2ccc(F)cc2)c1 (stereo not given)	0	6	1.1	-6	4	36	0.96	3	12
NC(=O)CC(NC(=O)Cc1cccc2ccccc12)c1ccc(NCc2ccc(F)cc2)c([N+](=O)[O-])c1 (stereo not given)	11	-6	0.94	6	6	-4	0.94	1	11
CN1CCN(c2oc(/C=C/c3ccccc3)nc2C#N)CC1	2	-7	1	-4	-21	5	1.2	-4	30
CCCn1cc(CN2CCC(n3nccc3NC(=O)C(OC)c3ccccc3)CC2)c(C)n1 (stereo not given)	0	-1	0.97	3	-4	-11	1	-5	18
C=CCN1C=CC(=O)CC1	6	7	0.97	2	4	0	0.96	6	9
O=C(O)c1ccccc1CSc1nnc2c(n1)[nH]c1ccccc12	-4	-3	1	-3	6	-2	0.94	-10	6
Next entries:
SMILES	Apaf-1 inh	ATG4B inh	hIAP act	hIAP block	mIAP block	tim10-1 inh	mIAP activ	TIM10 inh	NLRP3 yeast inh
COc1c2ccoc2nc2c(OC)c(OCC(O)C(C)(C)O)ccc12 (stereo not given)	-7	5	0.94	6	-2	11	1	11	2
COc1cc(-c2cc(=O)c3c(O)cc(O)cc3o2)ccc1O	-5	-13	0.91	9	1	-6	0.99	-4	21
Cc1cccc(N=Nc2c(N)n[nH]c2N)c1	-13	-3	1.4	-38	9	3	0.91	3	7
CC(O)C(NC(=O)OCc1ccccc1)C(=O)OCc1ccccc1 (stereo not given)	-2	-1	0.9	10	5	5	0.95	1	12
O=C(CSc1n[nH]c(=O)[nH]c1=O)Nc1ccc(SC(F)F)cc1	2	-4	1.1	-10	2	-12	0.98	-10	19
COc1cccc(NC(=O)C(C)N2C(=O)c3ccccc3C2=O)c1 (stereo not given)	-9	0	1	-4	-1	-6	1	-5	8
CC(C)Oc1ccc(S(=O)(=O)N2CCOCC2)cc1NC(=O)CN1C(=O)NC2(CCCC2)C1=O	-3	-2	1.3	-25	-10	-6	1.1	12	0
COc1cc2c(cc1OC)C(c1cccc(Br)c1)CC(=O)N2 (stereo not given)	-5	0	0.78	22	-6	-2	1.1	1	5
CCCCN(C)S(=O)(=O)c1cc(Br)cc2c1N(C(=O)C1CC1)CC2	22	-13	1.1	-7	5	42*	0.95	32	-4
COc1ccc(-c2c(C)c3cc(O)ccc3oc2=O)cc1OC	9	2	0.87	13	-10	-9	1.1	5	3
O=C(Nc1ccccc1N1CCN(C(=O)c2ccc(Cl)cc2)CC1)c1cccc(F)c1	28	1	0.82	18	8	30	0.92	26	22
CC(C(=O)O)c1n[nH]c(=O)c2ccccc12 (stereo not given)	-20	7	0.79	22	2	5	0.98	7	7
COc1ccc(C2(C)NC(=O)N(CC(=O)NC3(C#N)CCCCC3)C2=O)cc1 (stereo not given)	3	4	1.2	-20	2	-11	0.98	10	2
COc1ccc(/C=C/C(=O)N2CCN(S(=O)(=O)c3ccccc3)CC2)cc1OC	-4	-12	0.96	4	7	14	0.93	12	20
COc1ccc(S(=O)(=O)N2CCOCC2)cc1NC(=O)CSc1nnc2c(n1)[nH]c1ccccc12	1	-15	0.97	3	6	-2	0.94	-51	3
COc1ccc(Oc2coc3cc(OC(=O)/C=C/c4ccc(F)cc4)ccc3c2=O)cc1	-10	17	1.1	-14	-5	21	1	9	11
CSc1ccc(/C=C(\NC(=O)c2ccccc2)C(=O)NCCN2CCOCC2)cc1	2	-5	0.92	8	3	-7	0.97	0	5
COc1ccccc1C1CC(=O)Nc2cc(C)c(C)cc21 (stereo not given)	13	0	1	0	-2	22	1	1	12
C(=C\c1ccccc1)/CNCC1CCCO1 (stereo not given)	-13	-2	0.89	11	4	-5	0.96	5	12
O=C(N/N=C/c1ccco1)c1cccc(NC(=O)c2cccc(Cl)c2)c1	7	7	0.82	18	2	3	0.98	1	23
O=C(COC(=O)c1ccccc1)NCc1ccco1	12	0	1	-2	5	-12	0.95	-15	8
CCC(C)c1ccccc1N1CC(C(=O)N2CCN(S(=O)(=O)c3ccccc3Br)CC2)CC1=O (stereo not given)	40	-11	1.1	-13	5	-20	0.95	-16	22
